# Screens from PubChem.
# EPAC2 antagonist – qHTS for Antagonist of cAMP-regulated guanine nucleotide exchange factor 2 (EPAC2): primary screen; 360,000 compounds, 0.18% hits; Rap guanine nucleotide exchange factor 4 (Homo sapiens), Q8WZA2; EPAC2 GEF exchange of Rap1B-BODIPY-GDP, fluorescence; Potency, µM (series often up to 114 µM), for inactives: at the top dose activity, negative = inhibition, hits mostly inhibitors; further: potency means the concentration at half of the fitted maximal effect; on the % scale 0 is the no-effect control and ±100 the full control effect; nearly all actives have a fitted effect of over 45% in size; many of its hits are not listed in these tables
# D3 ag – qHTS of D3 Dopamine Receptor Agonist: qHTS | D(3) dopamine receptor (Homo sapiens), P35462 | D3R DiscoveRx beta-arrestin cells, luminescence, 90 min | max activation, % | 410,000 compounds, 0.58% hits | AID 652048, 2013; in the data active means max activation above about 30%; further: 0% is about no effect; mostly tested at two doses, the higher about 12 µM
# Target sequence (P35462 whole entry, looked up): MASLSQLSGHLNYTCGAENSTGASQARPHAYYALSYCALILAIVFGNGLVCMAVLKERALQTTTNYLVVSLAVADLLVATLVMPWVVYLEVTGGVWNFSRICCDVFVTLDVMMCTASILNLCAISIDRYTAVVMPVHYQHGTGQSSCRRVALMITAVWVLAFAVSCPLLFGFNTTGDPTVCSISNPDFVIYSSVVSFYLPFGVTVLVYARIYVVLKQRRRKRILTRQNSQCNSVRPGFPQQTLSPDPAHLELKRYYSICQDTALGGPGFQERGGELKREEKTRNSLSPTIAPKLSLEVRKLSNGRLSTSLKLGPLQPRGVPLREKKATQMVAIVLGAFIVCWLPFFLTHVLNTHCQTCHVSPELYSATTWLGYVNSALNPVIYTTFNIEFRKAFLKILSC
#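 Agonist mode: compounds and dopamine controls were applied to plated cells for 90 min at 37 degrees C after an overnight attachment at 1500 cells/well. Luminescent read-out followed 30 - 60 minutes at room temperature with DiscoveRx detection reagent.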
# CCT modulator – High-Throughput Screening for Modulators of Cytosolic Chaperonin Activity | activity change, % (concentration not given with the values), hits read low | AID 651819, 2012 | 360,000 compounds, 0.3% hits | purified chaperonin ATPase assay, HTRF ADP detection, 30 min; in the data active means activity change below about -30%; further: on the % scale 0 is the no-effect control and ±100 the full control effect
#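 First, chaperonin was dispensed at 40 nM or 20 nM final depending on batch activity. Next, compounds were pinned at 76 uM and ATP added at 10 uM. After 30 min at 37 °C, ADP detection reagents ran 30 min at ambient temperature.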
# DRD3 antagonist – qHTS of D3 Dopamine Receptor Antagonist: qHTS; 360,000 compounds, 2.5% hits; D3R cells, DiscoveRx beta-arrestin luminescence, antagonist mode; active compounds read low; AID 652054, 2013; D(3) dopamine receptor (Homo sapiens), P35462; max response, negative = inhibition, %; in the data active means max response below about -50%; inconclusive means no clear call, values can overlap the other calls; further: on the % scale 0 is the no-effect control and ±100 the full control effect; mostly tested at two doses, the higher about 12 µM
#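 Cells plated overnight at 1500 cells/well, then exposed to library compounds with dopamine controls for 90 minutes at 37 degrees C. DiscoveRx reagent added for 30–60 minutes at room temperature; luminescence read, quantitative HTS format.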
# Akt phos inh – HTS Assay for Inhibitors of Akt Phophorylation: Primary Screen | Neuro2A IGF-stimulated pAkt S473 HTRF, 20 min; active compounds read low | activity change, % for hits at 50 µM | 360,000 compounds, 0.32% hits | AID 651550, 2012; in the data active means activity change below about -80%; inconclusive means mostly about -51% to -80%; further: on the % scale 0 is the no-effect control and ±100 the full control effect
#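 Neuro2A cells in DMEM with 0.5% FBS, overnight at 37 deg C, given compound at single 50 µM final, then IGF (6 nM final) for 20 min at 37 deg C. Lysed; phospho-Akt Ser473 by HTRF after 24 h, 665/615 ratio.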
# Mm-Cpn inhibitor – Inhibitors of TCP-1 ring complex (TRiC) of Methanococcus maripaludis (MmCpn): qHTS. Chaperonin Mm-Cpn (Methanococcus maripaludis). purified Mm-Cpn ATPase, ADP Transcreener TR-FRET. Potency, µM (series often up to 76.9 µM), for the others: at the highest dose activity, negative = inhibition, usual class: inhibitors. 330,000 compounds, 0.031% hits; further: potency means the concentration at half of the fitted maximal effect; on the % scale 0 is the no-effect control and ±100 the full control effect; nearly all actives have a fitted effect of over 80% in size
#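 25 nM Mm-CPN + cpd, 10 min 37°C; + 10 uM ATP, 30 min 37°C; buffer 30 mM Tris pH 7.4, 100 mM KCl, 5 mM MgCl2, 1 mM DTT; Transcreener ADP HTRF detection 30 min RT.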
# EPAC2 agonist – qHTS for Agonist of cAMP-regulated guanine nucleotide exchange factor 4 (EPAC2): primary screen. Rap guanine nucleotide exchange factor 4 (Homo sapiens), Q8WZA2. EPAC2 activation, biochemical qHTS; response scale: 100% = 6.5 mM cAMP response. Potency, µM (doses to about 154 µM), for inactives: at the highest dose activation, hits mostly activators. 360,000 compounds, 0.079% hits; further: potency means the concentration at half of the fitted maximal effect; nearly all actives have a fitted effect of over 50% in size
#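 In this primary screen, activation is scored as increased exchange of BODIPY-GDP from Rap1B by 100 nM EPAC2, with 50 uM GDP as competitor. Signal is normalized to the 6.5 mM cAMP agonist control.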
# PTHR1 ag – qHTS for PTHR1 Agonists: Primary Screen; AID 743266, 2014; Parathyroid hormone/parathyroid hormone-related peptide receptor (Homo sapiens), Q03431; HEK293 GP2 PTHR1 cells, GloSensor cAMP luminescence, 1 h; 410,000 compounds, 0.075% hits; Potency, µM (top dose mostly 115 µM), inactives show at the top dose activation, hits mostly activators; further: potency means the concentration at half of the fitted maximal effect; nearly all actives have a fitted effect of over 55% in size; some results filed as inactive show a strong effect at the top dose; inactives centre near -15; many of its hits are not listed in these tables
# Target sequence (Q03431 whole entry, looked up): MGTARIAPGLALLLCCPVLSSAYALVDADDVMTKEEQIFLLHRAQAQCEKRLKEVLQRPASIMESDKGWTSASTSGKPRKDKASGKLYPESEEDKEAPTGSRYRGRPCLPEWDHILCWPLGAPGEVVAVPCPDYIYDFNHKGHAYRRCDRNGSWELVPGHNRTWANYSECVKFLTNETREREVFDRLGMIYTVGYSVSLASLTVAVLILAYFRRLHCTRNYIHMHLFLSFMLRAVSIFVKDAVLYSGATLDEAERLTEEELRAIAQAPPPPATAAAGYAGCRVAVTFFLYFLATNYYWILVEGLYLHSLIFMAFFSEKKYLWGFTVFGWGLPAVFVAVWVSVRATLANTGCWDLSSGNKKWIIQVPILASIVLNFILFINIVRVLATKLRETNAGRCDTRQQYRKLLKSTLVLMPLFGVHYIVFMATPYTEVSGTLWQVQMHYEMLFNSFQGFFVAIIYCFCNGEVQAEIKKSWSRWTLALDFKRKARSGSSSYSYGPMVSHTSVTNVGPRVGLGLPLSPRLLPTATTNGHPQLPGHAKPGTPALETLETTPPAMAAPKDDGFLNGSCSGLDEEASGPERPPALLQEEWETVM
#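 HEK-293-derived GP2 cells expressing PTHR1 and a GloSensor cAMP reporter, 3,000/well, plated overnight, given luciferin plus IBMX (each 0.5 mM as added) for 1 h at 37 °C, then compound for 1 h at 37 °C. Luminescence was read after 15 min at room temperature.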
# An asterisk follows results filed as active; i = inactive; u = inconclusive; x = no result given; [ ] = another dose, or the depositor's remark. Unless noted, the call rests on the fitted dose curve; in most records, active means well fitted curve in the direction sought with a large enough effect; inconclusive means small, poorly fitted or top-dose-only effect, or another doubt; inactive means no such curve, though single readings can be large; an effect the other way counts as inactive or inconclusive.
SMILES,EPAC2 antagonist,D3 ag,CCT modulator,DRD3 antagonist,Akt phos inh,Mm-Cpn inhibitor,EPAC2 agonist,PTHR1 ag
Cc1nc2cc(-c3ccc(Cl)cc3)nn2c(C)c1CCC(=O)NC(C)c1ccc2c(c1)OCCO2 (stereo not given),-15%,1,-3.0,-25,i,0%,14%,i
COc1ccc(CNC(=O)CCC(=O)N2CC(C)Oc3ccccc32)cc1 (stereo not given),7%,-2,-0.9,1,i,-9%,9%,-24%
CCOC(=O)c1[nH]c2ccc(F)cc2c1NC(=O)C1=COCCO1,5%,4,2.2,-14,i,-1%,-9%,i
O=C(N/N=C/c1ccco1)c1cc([N+](=O)[O-])cc([N+](=O)[O-])c1,-1%,4,-1.1,3,i,2%,-17%,i
CCCCCCn1cc(CN2CC(N(C)CCC)CS2(=O)=O)nn1 (stereo not given),7%,7,0.8,13,i,x,7%,-14%
COCCN(C(=O)c1csnn1)C(C(=O)NC1CCCCC1)c1cccs1 (stereo not given),4%,-1,-2.9,-10,i,-1%,1%,-12%
CCN(CC(=O)Nc1ccc2c(c1)OCCO2)C(=O)C(C)Oc1ccc(Cl)cc1 (stereo not given),23%,-5,-0.1,0,i,-2%,9%,i
COc1ccc(CCNC(=O)c2cc3ccc(Cl)cc3nc2N)cc1,2%,-5,0.2,-11,i,x,5%,-74%[inhibitor]
CCC(CO)Oc1cc(NC(=O)c2cccc(OC)c2)c2ncn(C(C)C)c2c1 (stereo not given),9%,-18,-0.5,-3,i,u,2%,-34%[inhibitor]
Cc1cc(-c2nn(-c3ccccc3F)cc2CN2CCN(c3ccccn3)CC2)c(C)s1,-17%,-19,-1.5,-79*,i,-2%,7%,i
O=C(C1CC(=O)N(c2ccc(Cl)cc2)C1)N1CCOCC1 (stereo not given),1%,-3,-2.0,4,i,0%,-4%,i
COc1ccc(N2CCN(C(=O)C(=O)c3cc(OC)c4ccccc4c3)CC2)cc1,5%,1,x,0,i,x,10%,-57%[inhibitor]
CC1=C(C(=O)NC2CC(C)(C)Cc3c2cnn3-c2ccc(C)cc2)OCCO1 (stereo not given),2%,7,-89*,10,i,-1%,-6%,-12%
CC(=O)c1cccc(N(CC(=O)Nc2ccccc2C(=O)N2CCCC2)S(C)(=O)=O)c1,4%,5,-2.5,2,i,1%,6%,-4%
COc1ccc(NC(=O)N(Cc2ccc(C)cc2)Cc2cccnc2)c(OC)c1,-4%,4,-0.4,15,i,-1%,13%,-15%
Nc1nnc(SCC(=O)Nc2cccc(S(N)(=O)=O)c2)s1,2%,-7,-0.3,-9,i,-1%,-1%,i
CCCCNS(=O)(=O)c1cccc(NC(=O)[C@@H]2O[C@H](CO)[C@H](O)[C@H](O)[C@H]2O)c1,5%,-26,-0.6,0,i,x,6%,0%
O=C(O)Cc1n[nH]c(=O)c2ccccc12,8%,-1,1.1,9,i,-1%,-13%,i
Cc1ccc(Cn2c(NCCc3ccccc3)nc3c2c(=O)n(C)c(=O)n3C)cc1,-12%,13,-3.6,21,i,u,16%,-49%[inhibitor][57.5 µM]
COc1cccc(N/C(SC)=C(/C#N)C(N)=O)c1,18%,-27,2.6,15,i,-2%,-7%,i
CCN(CCCNC(=O)C1CCN(S(=O)(=O)c2cnc[nH]2)CC1)c1cccc(C)c1,3%,-2,-0.3,-18,i,1%,4%,u
CC(C)Cc1ccc(C(C)/C=C2/CCC(CN3CCCCC3)C2=O)cc1 (stereo not given),-1%,-6,-0.7,-20,i,x,17%,-22%
COc1ccc(Nc2nc(-c3cccs3)nc3ccccc23)cc1S(=O)(=O)N1CCOCC1,-10%,7,0.3,35,i,x,6%,-30%[inhibitor]
CCN(CC)c1ccc(/C=N/N=C(c2ccccc2)c2ccccc2)c(O)c1,-2%,-5,0.3,-29,i,0%,22%,i
CCC(C)(C)n1nnnc1C(c1ccncc1)N1CCN(c2cccc(OC)c2)CC1 (stereo not given),-6%,-5,0.0,6,i,1%,5%,i
COC(=O)Cn1c(N)[n+](Cc2ccccc2)c2ccccc21,11%,2,-1.0,-10,i,1%,1%,-14%
CC(Nc1ccccc1)c1cc(Cl)ccc1O (stereo not given),-6%,-16,-2.3,8,i,2%,20%,i
O=C(CN1CCN(S(=O)(=O)c2ccc(Cl)cc2)CC1)N1CCCC1,5%,-4,2.0,36,i,-3%,-4%,-11%
CCOC(=O)C(C)Oc1c(C(=O)OC)sc2ncccc12 (stereo not given),-4%,2,-7.0,4,i,-4%,2%,-2%
Cc1ccc(Cn2c(C(=O)O)cc3sccc32)cc1,-2%,-2,-0.7,-2,i,1%,-5%,-2%

# 3 compounds already listed, arranged by number of heavy atoms, descending:
SMILES,EPAC2 antagonist,D3 ag,CCT modulator,DRD3 antagonist,Akt phos inh,Mm-Cpn inhibitor,EPAC2 agonist,PTHR1 ag
CCN(CCCNC(=O)C1CCN(S(=O)(=O)c2cnc[nH]2)CC1)c1cccc(C)c1,3%,-2,-0.3,-18,i,1%,4%,u
CCOC(=O)C(C)Oc1c(C(=O)OC)sc2ncccc12 (stereo not given),-4%,2,-7.0,4,i,-4%,2%,-2%
Cc1ccc(Cn2c(C(=O)O)cc3sccc32)cc1,-2%,-2,-0.7,-2,i,1%,-5%,-2%

# The listing continues:
SMILES,EPAC2 antagonist,D3 ag,CCT modulator,DRD3 antagonist,Akt phos inh,Mm-Cpn inhibitor,EPAC2 agonist,PTHR1 ag
N#Cc1c(N2CCSCC2)nsc1-c1ccccc1Cl,0%,-10,0.6,6,i,u,13%,-33%[inhibitor]
CCOC(=O)N1CCN(c2c(NCC3CCN(Cc4cccc(C)c4)CC3)c(=O)c2=O)CC1,5%,-2,-3.0,5,i,-1%,12%,i
CCn1c(SC/C=C/c2ccccc2)nnc1-c1cccs1,11%,-17,-0.4,-9,i,0%,9%,i
O=C(NCC(F)(F)F)Nc1cccnc1,-8%,-14,-1.8,-14,i,0%,3%,i
O=C(NC(c1ccccc1)c1ccccc1)c1ccc(CO)cc1,-18%,-5,-1.4,4,i,1%,8%,-7%
COc1ccc(C2=NN(C(=O)CSc3nnc(C)c(=O)n3N)C(c3ccco3)C2)cc1 (stereo not given),2%,3,-1.1,1,i,1%,10%,i
Cc1ccc(N/N=C(\C#N)C(N)=S)cc1C,-2%,-3,-3.5,-10,i,0%,11%,-34%[inhibitor]
COc1ccc(C(C)(C)C)cc1NC(=O)COC(=O)CSCc1c(C)noc1C,-29%,-4,0.0,-2,i,2%,0%,-42%
Cc1ccc(S(=O)(=O)N2C[C@H]3C(=O)C[C@@H](c4ccccc4)N(S(=O)(=O)c4ccc(C)cc4)[C@H]3C[C@H]2c2cccs2)cc1,12%,12,-0.3,1,i,x,10%,-13%
O=C(Nc1ccccc1)c1cn2ccccc2n1,-3%,7,0.1,-14,i,-13%,0%,-51%[inhibitor]
COc1ccc(NC(=O)c2cccc(N3C(=O)C4C5C=CC(C5)C4C3=O)c2)cc1 (stereo not given),-3%,17,-0.8,8,i,-1%,4%,-58%
Cc1ccc(/C=N/NC(=O)C(O)c2ccccc2)o1 (stereo not given),-2%,-4,-0.5,-7,i,0%,3%,i
CCN(CC(=O)Nc1c(F)cccc1F)C(=O)CCc1ccc(OC)cc1,15%,2,3.4,8,i,-3%,-6%,-40%[inhibitor]
O=C(Nc1ccccc1)C1C2/C=C\CCCCC21 (stereo not given),0%[57.1 µM],-7,0.6,-17,i,4%,14%,-3%
Cc1ccc2c(c1)nnn2C1CCN(CC(=O)c2ccc(Cl)cc2)CC1,-2%,-2,0.3,0,i,1%,8%,i
O=C1CCCc2c1nc(-c1ccco1)n2O,-21%,10,0.7,-11,i,-5%,9%,-2%[57.5 µM]
Nc1nc(SCC(=O)N2N=C3/C(=C\c4ccco4)CCCC3C2c2ccco2)n[nH]1 (stereo not given),3%,-4,-3.7,6,i,x,7%,i
CCOCCCNC(=O)CCc1nnc2n(CCC(C)C)c(=O)c3ccccc3n12,3%,-5,-4.9,4,i,0%,0%,-7%
Cc1noc(C)c1CSCC(=O)Nc1cc(S(=O)(=O)N2CCCCC2)ccc1OC(C)C,-5%,-8,0.0,2,i,1%,3%,i
O=C(NCc1ccc(OC(F)(F)F)cc1)c1cccc2c1C(=O)c1ccc(N3CCCCC3)cc1S2(=O)=O,202%[activator],23,-0.2,45,i,1%,100µM*,i
COc1ccccc1N1CCN(c2ccc([N+](=O)[O-])nc2)CC1,8%,3,-2.1,6,i,-1%,-10%,-10%

# Filtered by structure, the entries above containing a CF3 group.
SMILES,EPAC2 antagonist,D3 ag,CCT modulator,DRD3 antagonist,Akt phos inh,Mm-Cpn inhibitor,EPAC2 agonist,PTHR1 ag
O=C(NCC(F)(F)F)Nc1cccnc1,-8%,-14,-1.8,-14,i,0%,3%,i
O=C(NCc1ccc(OC(F)(F)F)cc1)c1cccc2c1C(=O)c1ccc(N3CCCCC3)cc1S2(=O)=O,202%[activator],23,-0.2,45,i,1%,100µM*,i

# Copied from the listing, 2 compounds:
SMILES,EPAC2 antagonist,D3 ag,CCT modulator,DRD3 antagonist,Akt phos inh,Mm-Cpn inhibitor,EPAC2 agonist,PTHR1 ag
Cc1noc(C)c1CSCC(=O)Nc1cc(S(=O)(=O)N2CCCCC2)ccc1OC(C)C,-5%,-8,0.0,2,i,1%,3%,i
O=C(NCc1ccc(OC(F)(F)F)cc1)c1cccc2c1C(=O)c1ccc(N3CCCCC3)cc1S2(=O)=O,202%[activator],23,-0.2,45,i,1%,100µM*,i

# This is a subset (hit frequency here may not be typical).
